Screening data deposited in PubChem BioAssay by National Center for Advancing Translational Sciences (NCATS).
Lamin A splicing = qHTS Assay for Modulators of Lamin A Splicing. HeLa LMNA splicing GFP/RFP minigene ratio, 48 h. Potency, µM (highest dose often 46.1 µM), for inactives: at the highest dose ratio change, negative = inhibition, hits mostly inhibitors. 0.01% of 200,000 active. AID 1487, 2009; active = well fitted inhibition curve with a large enough effect in the signal ratio, with a control signal flat, not every such curve was filed as active; inconclusive = small, poorly fitted or top-dose-only effect, or effect the other way, or a change in a side signal; the % refers to the signal ratio; also: % is scaled to controls: 0 for no effect and ±100 for the full control effect
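S3 HeLa cells stably expressing lamin A-EGFP splicing minigene plus DsRed2, 600 cells/well, 48 h compound exposure at 37C. Laser-scanning cytometry; analysed as GFP (500-530 nm)/RFP (575-640 nm) total intensity ratio; 0.5% DMSO vehicle.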
Epigenetic derep = Quantitative High-Throughput Screen for Regulators of Epigenetic Control. murine LDR cells, GFP reporter derepression, 30 h. Potency, µM (series often up to 53.9 µM), for the others: at the highest dose GFP activation, usual class: activators. 0.2% of 280,000 active; active = well fitted activation curve with a large enough effect; inconclusive = small, poorly fitted or top-dose-only effect; also: % of control where 0% means no effect; nearly all actives have a fitted effect of over 60% in size
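Derepression of a silenced CMV-GFP reporter in murine LDR cells is scored by enumerating GFP-positive cells with a laser-scanning microplate cytometer after 30 hours of treatment at 37 C.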
* hit, by the source's call; ? = inconclusive; [ ] = remark or other dose. Potency is read from the fitted curve at half-maximal effect. Only part of the results is shown (hit frequency here may not be typical).

Structure	Lamin A splicing	Epigenetic derep
Cc1cccc(NC(=O)CSc2nc(=O)n(CCN3CCOCC3)c3c2CCC3)c1	15.9%[46 µM]	1.4%
O=C(c1ccc([N+](=O)[O-])cc1)N(Cc1ccco1)c1ccccn1	7.6%[46 µM]	1.6%
Cc1ccc(-n2c(=O)c3c(c4cc(C)ccc4n3C)n(CC(=O)NCc3ccccc3)c2=O)cc1	-4.9%[46 µM]	4.9%
COc1ccc2nc(NC(=O)c3ccc(S(=O)(=O)N4CCC(C)CC4)cc3)sc2c1	?	2.0%
CSc1ccc(CCNC(=O)c2ccc(-n3c(C)cc4c3CCC(C)C4)cc2)cc1 (stereo unspecified)	?	?
COc1ccc(OC)c(CNC(=O)C2CCN(S(=O)(=O)c3ccc4[nH]c(=O)oc4c3)CC2)c1	-12.9%[46 µM]	1.5%
CC1CCN(C(=O)CN2CCSc3ccc(S(=O)(=O)N(C)C)cc32)CC1	2.6%[46 µM]	-0.9%
CCOc1ccc(-c2nnc(SCC(=O)NC3CCCCC3)nc2-c2ccc(OCC)c(OC)c2)cc1OC	?	-1.3%
O=C(Nc1ccc2c(c1)N(C1CCCC1)C(=O)c1ccccc1S2)c1ccccc1F	?	0.0%
CCOC(=O)c1cc(S(=O)(=O)Nc2ccc(OC)c(Cl)c2)[nH]n1	-5.9%[46 µM]	0.0%

The list continues:
Structure	Lamin A splicing	Epigenetic derep
Cc1ccc(NC(=O)N2CC=C(c3c[nH]c4ccccc34)CC2)cc1Cl	?	?
COCCCNC(=O)Cn1c(=O)n(-c2cccc(C)c2)c(=O)c2c1c1cc(C)ccc1n2C	11.3%[46 µM]	-1.1%
Cn1ncc2c(Nc3cc(C(F)(F)F)ccc3Cl)ncnc21	-13.7%[46 µM]	0.0%
COc1ccc(CCNC(=O)C(=O)NCC(c2ccco2)S(=O)(=O)c2ccccc2)cc1OC (stereo unspecified)	19.9%[46 µM]	3.4%
O=C(NC1CC(=O)N(c2ccc(Cl)cc2)C1)C(=O)c1c[nH]c2ccccc12 (stereo unspecified)	0.2%[46 µM]	2.4%
CCN1CCN(C(c2ccc(F)cc2)c2c(O)cc(C)n(CCOC)c2=O)CC1 (stereo unspecified)	?	-2.9%
COc1ccc(Cl)cc1CNCCSc1nnnn1-c1ccccc1	?	-2.2%
CCCCNC(=O)c1cnc2sc(N3CCCCCC3)nn2c1=O	-18.3%[46 µM]	1.5%
Cc1ccc(CN2CCCn3nc(C(=O)NCCc4ccccc4C)cc3C2=O)cc1	2.3%[46 µM]	-1.3%
CCOc1ccc(CNC(=O)C2CCCN(S(=O)(=O)c3ccc4c(ccn4C)c3)C2)cc1 (stereo unspecified)	6.4%[46 µM]	-0.9%

Next compounds.
Structure	Lamin A splicing	Epigenetic derep
COC(=O)c1sccc1S(=O)(=O)N(CC(=O)NCc1ccc(C)cc1)c1ccc(C)cc1	-9.7%[46 µM]	0.0%
Cc1cccc(N2CCN(C(=O)Cc3c(C(=O)O)c(C)cn3C)CC2C)c1 (stereo unspecified)	-8.4%[46 µM]	-1.3%
COc1ccc(-c2nc(CNC(=O)NC3CCCCC3)c(C)o2)cc1	1.1%[46 µM]	-1.4%
Cc1cc(C)cc(NC(=O)CC(C)n2nc(C)cc2C)c1 (stereo unspecified)	-18.6%[46 µM]	1.5%
O=C(CN1C(=O)CCSc2ccc(S(=O)(=O)N3CCCC3)cc21)Nc1cccc(F)c1	?	2.8%
Cc1cccc(N2CCN(C(=O)c3ccc(NC(=O)c4nsc5ccccc45)cc3)CC2)c1C	-4.7%[46 µM]	-2.8%
O=C(NCc1ccccc1Cl)C1CCCN(c2ncnc3onc(-c4ccc(F)cc4)c23)C1 (stereo unspecified)	-9.6%[46 µM]	-0.2%
COc1ccc(NC(=O)CN2C(=O)CCc3cc(S(=O)(=O)N4CCOCC4)ccc32)c(OC)c1	?	-3.3%
COC(=O)c1sccc1S(=O)(=O)N1CCN(c2ccc(Cl)cc2)CC1	-12.6%[46 µM]	1.5%
COCCNC(=O)CCc1c(C)n(C)c2cc(-c3cc(OC)c(OC)c(OC)c3)nn2c1=O	8.2%[46 µM]	0.0%

(continued)
Structure	Lamin A splicing	Epigenetic derep
O=C(Nc1nnc(S(=O)(=O)N2CCCCCC2)s1)c1ccccc1F	-9.1%[46 µM]	1.4%
COc1cc(CN(C(=O)COc2ccc(C)c(C)c2)c2ccccn2)cc(OC)c1OC	-4.6%[46 µM]	0.8%
COc1cccc(-n2cc(C(=O)Nc3cccc(C(F)(F)F)c3)c3ccccc3c2=O)c1	13.6%[46 µM]	0.0%
CCOc1ccc(CCNC(=O)CCCn2c(=O)c3cccn3c3ccccc32)cc1	?	3.7%
Cc1ccc2ccc3cc(C(=O)N4CCN(c5ccccc5F)CC4)nc3c2[nH]1	?	1.3%
CCOCCCN(C(=O)Nc1ccc(Cl)cc1)C1CCN(C(C)=O)CC1	0.8%[46 µM]	0.6%
COc1cc(NC(=O)CSc2nc3nc(C)c(Cc4ccc(C)cc4)c(C)n3n2)cc(OC)c1	11.1%[46 µM]	-3.7%
Cc1sc(-c2cc3ccccc3oc2=O)nc1-c1ccc(Cl)cc1	?	-0.2%
COCCCNC(=O)Nc1cc(C(=O)NCc2ccc(OC)cc2)ccc1N1CCCC1	13.0%[46 µM]	-6.6%
Cc1cc2c(n1-c1ccc(C(=O)NCCc3ccccc3)cc1)CCC(C)C2 (stereo unspecified)	?	3.3%

Carrying on.
Structure	Lamin A splicing	Epigenetic derep
Cc1ccccc1CNCCCSc1nnnn1-c1ccccc1	-0.4%[46 µM]	-2.4%
COc1cccc(Cn2c(=O)cc(C)c3c(C)nn(C)c32)c1	-5.7%[46 µM]	0.8%
CCc1ccc(S(=O)(=O)NCc2nc3cccnc3n2Cc2cccc(OC)c2)cc1	-11.0%[46 µM]	0.8%
O=C(c1cnc(N2CCOCC2)c2ccccc12)N1CCN(c2ccccc2F)CC1	?	1.4%
CCc1ccc(C2C(C(=O)Nc3ccccc3C)=C(C)Nc3nc(SCc4cccc(OC)c4)nn32)cc1 (stereo unspecified)	-13.2%[46 µM]	1.8%
Cc1c(C(=O)Nc2ccc(-n3c(C)nc4ccccc4c3=O)cc2)cccc1[N+](=O)[O-]	15.4%[46 µM]	8.4%
COc1ccc2c(c1)CC(NC(=O)Nc1cc(Cl)ccc1OC)CO2 (stereo unspecified)	-21.3%[46 µM]	23.7%
Cc1nc(C)c(CCNS(=O)(=O)c2ccc(C)c(C)c2)s1	-0.2%[46 µM]	0.8%
CCc1ccc(NC(=O)CSc2nc3c([nH]c4ccccc43)c(=O)n2-c2ccc(C)cc2)cc1	2.3%[46 µM]	5.6%
Cc1ccccc1NC(=O)CSC1=Nc2ccccc2C2=NC(Cc3ccccc3)C(=O)N12 (stereo unspecified)	-1.4%[46 µM]	-2.6%

(more compounds)
Structure	Lamin A splicing	Epigenetic derep
COc1ccc(-c2ccc(NS(=O)(=O)c3ccc(NC(C)=O)cc3)cc2)nn1	?	-1.7%
COc1ccc(SCc2cc(=O)c3cc(Cl)ccc3[nH]2)cc1	?	0.9%
Cc1cc2c(cc1NS(=O)(=O)c1cccc(C#N)c1)n(C)c(=O)c(=O)n2C	10.9%[46 µM]	0.0%
COc1ccccc1C(=O)Nc1cc2c(cc1N1CCCC1)n(C)c(=O)c(=O)n2C	20.5%[46 µM]	0.8%
COc1ccc(C)cc1NC(=O)N1CCC(CN2CCOCC2)CC1	?	-2.1%
COc1cccc(CNC(=O)C2CCN(c3nc4ccc(Cl)cc4[nH]3)CC2)c1	1.7%[46 µM]	-2.8%
Cc1nn(-c2ccc3nncn3n2)c(C)c1CCC(=O)Nc1ccc(OC(F)(F)F)cc1	2.1%[46 µM]	0.8%
O=C(NCC(c1cccnc1)N1CCN(c2ccccc2F)CC1)C(=O)Nc1ccc(F)cc1F (stereo unspecified)	2.9%[46 µM]	0.0%
CCc1nn2c(=O)cc(COC(=O)C(c3ccccc3)c3ccccc3)nc2s1	22.1%[46 µM]	1.5%
CC1CCN(CC2CCN(C(=O)Nc3ccc(Br)cc3F)CC2)CC1	11.0%[46 µM]	-1.1%

Other compounds.
Structure	Lamin A splicing	Epigenetic derep
Cc1ccc(Cl)cc1NC(=O)Cn1c(SCC(=O)NCc2ccccc2)nc2ccccc21	?	3.0%
COc1cc(C(=O)N2CCc3c([nH]c4ccccc34)C2c2ccc(F)cc2)cc(OC)c1OC (stereo unspecified)	?	-0.3%
CCn1cc(S(=O)(=O)c2ccccc2)c(=O)c2cc(F)c(N3CCCCCC3)cc21	?	-2.8%
Cc1ccc2c(C)c(C(=O)N3CCC(c4nc5ccccc5s4)CC3)oc2c1C	-2.4%[46 µM]	0.8%
Cc1ccc(N2CC(c3nnc(NC(=O)c4ccco4)s3)CC2=O)cc1Cl (stereo unspecified)	18.2%[46 µM]	0.4%
CC(C)C(=O)Nc1ccc2nc(SCC(=O)N3CCOCC3)sc2c1	?	1.6%
CN(C(=O)CSc1nc2ccc(NC(=O)c3ccc(F)cc3)cc2s1)c1ccccc1	?	1.1%
CCc1ccc(CNC(=O)CN2C(=O)c3cccnc3Oc3ccc(C)cc32)cc1	?	-1.2%
O=C(Cn1c(=O)nc(-c2ccccc2)c2cc(Cl)ccc21)N1CCN(c2ccccc2F)CC1	?	-3.6%
COc1ccccc1Cc1nc2ccccc2nc1SCC(=O)N1CCCc2ccccc21	-19.6%[46 µM]	7.3%

(next part)
Structure	Lamin A splicing	Epigenetic derep
CC(=O)c1ccc(NC(=O)Cn2cc(S(=O)(=O)Cc3ccccc3Cl)c3ccccc32)cc1	-8.2%[46 µM]	?
CCOC(=O)c1[nH]c(C)c(CCC(=O)NCc2ccccc2C)c1C	-1.8%[46 µM]	-1.7%
CN(C)C(=O)c1ccc(S(=O)(=O)NCc2ccccc2Cl)s1	5.8%[46 µM]	13.8%
CC(C)(C)OC(=O)N1CCC(c2c(C(=O)N3CCc4ccccc4C3)cnn2-c2ccc(Cl)cc2)CC1	?	-0.4%
Cc1ccc(NC(=O)CN2C(=O)CC(c3ccc(F)cc3)=Nc3ccccc32)cc1F	?	16.2%
Cc1ccc(S(=O)(=O)N2CCN(Cc3nc4ccc(C)cc4o3)CC2)c(C)c1	-3.0%[46 µM]	0.3%
COc1ccccc1N1CCN(C(=O)Nc2cn(CC(C)C)c(=O)c3ccccc23)CC1	-2.9%[46 µM]	-0.2%
CC1CN(C(=O)N2CCC(C(=O)NCc3cccs3)CC2)c2ccccc2O1 (stereo unspecified)	23.0%[46 µM]	0.0%
Cc1cc2c(cc1S(=O)(=O)Nc1cccc(C(F)(F)F)c1)OCCN2C	9.8%[46 µM]	0.0%
CC1=C(c2ccc(F)cc2)S(=O)(=O)NC1=NCc1ccccc1F	?	-1.1%

Molecules listed so far that have a furan ring, fused or not:
Structure	Lamin A splicing	Epigenetic derep
O=C(c1ccc([N+](=O)[O-])cc1)N(Cc1ccco1)c1ccccn1	7.6%[46 µM]	1.6%
COc1ccc(CCNC(=O)C(=O)NCC(c2ccco2)S(=O)(=O)c2ccccc2)cc1OC (stereo unspecified)	19.9%[46 µM]	3.4%
Cc1ccc2c(C)c(C(=O)N3CCC(c4nc5ccccc5s4)CC3)oc2c1C	-2.4%[46 µM]	0.8%
Cc1ccc(N2CC(c3nnc(NC(=O)c4ccco4)s3)CC2=O)cc1Cl (stereo unspecified)	18.2%[46 µM]	0.4%

Next part.
Structure	Lamin A splicing	Epigenetic derep
O=C(NCC1CCN(Cc2cccc(F)c2)CC1)c1cc2ccc3cccnc3c2[nH]1	-9.3%[46 µM]	-1.3%
Cc1ccc(-n2nnnc2CNC(=O)c2ccccc2)cc1C	3.7%[46 µM]	3.5%
N#Cc1ccc(C(=O)NCc2ccc3c(c2)CCN3C(=O)c2ccc(F)cc2)cc1	-19.3%[46 µM]	-1.3%
CC(=O)N1CCCc2cc(S(=O)(=O)N3CCC(C(=O)NC4CCCCC4)CC3)ccc21	-10.0%[46 µM]	0.0%
CCOc1ccc(NC(=O)CN2CCSc3ccc(S(=O)(=O)N4CCCC4)cc32)cc1	10.7%[46 µM]	-1.7%
CCC(=O)C1=C(c2ccc(F)cc2)N(C(=O)CC)n2cnnc2S1	?	?
Cc1cc(S(=O)(=O)Nc2ccc(-c3ccc(N4CCCCC4)nn3)cc2)c(C)cc1Cl	?	3.4%
Cc1ccccc1CN1C(=O)c2ccccc2S(=O)c2ccc(C(=O)NCc3ccccc3)cc21 (stereo unspecified)	-8.7%[46 µM]	1.4%
CCN(C(=O)CSc1nc2ccccc2n1CC(=O)Nc1ccc(F)cc1F)c1ccccc1	8.2%[46 µM]	-1.6%
Cc1ccc(CNc2ncnc3c2cnn3-c2ccc(C)cc2C)cc1	?	1.3%

The listing continues:
Structure	Lamin A splicing	Epigenetic derep
CSc1ncc(C(=O)Nc2cccc(Cl)c2C)c(-c2ccccc2)n1	29.4%[46 µM]	4.9%
CC1=C(C(=O)NCc2cccc(Cl)c2)C2(CCCCCC2)OC1=O	-4.1%[46 µM]	-0.4%
COc1ccc(-c2cn3nc(SCC(=O)Nc4cc(C)cc(C)c4)ccc3n2)cc1	?	9.2%
CC(=O)c1ccc(S(=O)(=O)N2CCn3cccc3C2c2ccc(C)cc2)cc1 (stereo unspecified)	15.9%[46 µM]	-0.1%
